M5 PAM: positive allosteric modulators of human muscarinic M5 receptor | CHO-K1 hM5, Fluo-8 calcium, ACh EC20 PAM; 0% = ACh EC20, 100% = ACh EC100 | activation, % at 3 µM | 0.3% of 360,000 active;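 active means activation above the run cutoff, the mean activation of all test compounds plus 3 SD, cut at about 18% in these data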
Target sequence (P08912 whole entry, looked up): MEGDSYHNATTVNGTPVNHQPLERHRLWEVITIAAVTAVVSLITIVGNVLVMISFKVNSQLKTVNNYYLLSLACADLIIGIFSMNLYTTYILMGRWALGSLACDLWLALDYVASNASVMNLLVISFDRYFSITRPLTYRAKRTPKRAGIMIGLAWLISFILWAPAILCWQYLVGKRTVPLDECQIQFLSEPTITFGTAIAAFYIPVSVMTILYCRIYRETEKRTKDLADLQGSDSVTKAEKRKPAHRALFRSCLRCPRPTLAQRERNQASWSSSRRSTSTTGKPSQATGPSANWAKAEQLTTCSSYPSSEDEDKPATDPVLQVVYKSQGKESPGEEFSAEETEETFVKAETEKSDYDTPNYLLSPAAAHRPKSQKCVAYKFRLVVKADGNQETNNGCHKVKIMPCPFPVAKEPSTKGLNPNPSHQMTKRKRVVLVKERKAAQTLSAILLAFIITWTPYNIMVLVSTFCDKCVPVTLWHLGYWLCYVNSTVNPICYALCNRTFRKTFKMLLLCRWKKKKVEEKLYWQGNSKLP
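system = human M5 receptor in CHO-K1 cells | reagent = EC20 acetylcholine as agonist stimulus | compound dosing = single-point, 3 µM nominal | incubation = Fluo-8 loading 80 min at 37 °C plus 30 min room temperature | detection = Fluo-8 calcium dye fluorescence, kinetic read | benchmarks = low control EC20 acetylcholine (0%), high control EC100 acetylcholine (100%)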
M4 PAM: CHRM4 positive allosteric modulation. activation, % at 3 µM. P08173. AID 624126. 0.4% of 360,000 active. CHO-K1 hM4/Gqi5, Fluo-8 calcium fluorescence, ACh EC20; 0% = ACh EC20, 100% = maximal ACh;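 active means activation above its plate's cutoff, the mean activation of sample wells plus 3 SD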; further: some results filed as inactive read as strong as hits
Target sequence (P08173 whole entry, looked up): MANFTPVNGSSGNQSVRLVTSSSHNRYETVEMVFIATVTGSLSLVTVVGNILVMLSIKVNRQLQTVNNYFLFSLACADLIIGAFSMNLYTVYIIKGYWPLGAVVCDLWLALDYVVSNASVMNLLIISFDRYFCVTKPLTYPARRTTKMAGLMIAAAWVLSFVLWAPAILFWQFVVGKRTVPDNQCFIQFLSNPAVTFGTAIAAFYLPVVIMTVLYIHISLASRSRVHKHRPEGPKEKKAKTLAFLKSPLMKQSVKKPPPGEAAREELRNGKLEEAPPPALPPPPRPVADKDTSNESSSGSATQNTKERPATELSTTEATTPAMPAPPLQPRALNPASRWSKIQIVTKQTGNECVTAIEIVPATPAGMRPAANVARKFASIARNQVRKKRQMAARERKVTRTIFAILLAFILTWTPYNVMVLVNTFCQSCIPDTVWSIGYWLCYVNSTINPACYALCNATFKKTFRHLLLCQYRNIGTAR
CHRM1 PAM: human CHRM1 positive allosteric modulation; CHO-K1 hM1, Fluo-8 calcium fluorescence, ACh EC20; 0% = ACh EC20, 100% = maximal ACh; activation, % at 3 µM; 0.088% of 360,000 active; in the data active means activation above about 19%, passing the limit was not always enough
M4 ag: CHRM4 agonism in calcium assay. P08173. CHO-K1 hM4/Gqi5, Fluo-8 calcium fluorescence; vehicle 0%, full acetylcholine response 100%. activation, % at 3 µM. 0.14% of 360,000 active. AID 624127;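 active means activation above the run mean over all test wells plus 3 SD, cut at about 32% in these data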;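 further: peak over basal fluorescence ratio per well then scaled between controls; 0% = DMSO wells and 100% = acetylcholine at EC100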
M5 ag: agonists of human muscarinic M5 receptor (CHRM5); AID 624037; P08912; activation, % at 3 µM; 0.19% of 360,000 active; CHO-K1 hM5 cells, Fluo-8 calcium fluorescence; 0% DMSO wells, 100% maximal acetylcholine response;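 active means activation above the run's mean over test compounds plus 3 SD, cut at about 23% in these data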;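 further: signal is peak over basal fluorescence ratio across the kinetic read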
CRFBP-R2 agonist: CRF-BP/CRF-R2 complex agonism; 0.46% of 350,000 active; HEK293 CRF-R2/CRF-BP, calcium dye fluorescence (FLIPR); percent of saturating CRF peptide response; activation, % at 13.2 µM;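 active means activation of at least 50%, plus an integration ratio under a set limit after plate pattern correction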;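 further: plate controls were neutral control wells without compound for no effect and CRF at EC100 for full effect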
M4 antag: CHRM4 antagonism in calcium assay. P08173. CHO-hM4 cells, ACh EC80, Fluo-8 calcium fluorescence. inhibition, % at 3 µM. 0.73% of 360,000 active;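 active means inhibition above its plate's cutoff, the mean inhibition of sample wells plus 3 SD, cut at about 27% in these data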;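 further: 0% = acetylcholine EC80 with DMSO and 100% = DMSO without agonist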
CHRM5 antagonist: CHRM5 antagonism in calcium assay; P08912; CHO-hM5 cells, Fluo-8 calcium fluorescence, ACh EC80; inhibition, % at 3 µM; 0.59% of 360,000 active; AID 624040;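 active means inhibition above a per-plate cutoff, the mean of that plate's test compounds plus 3 SD, cut at about 27% in these data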;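 further: 0% = acetylcholine EC80 with DMSO and 100% = DMSO without agonist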
M1 antag: blocks human M1 muscarinic receptor. P11229. inhibition, % at 3 µM. AID 588852. CHO-K1 hM1, Fluo-8 calcium fluorescence, ACh EC80 antagonist. 1.3% of 360,000 active;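 active means percent inhibition above its own plate's cutoff, namely the mean of that plate's compound wells plus 3 SD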;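 further: peak over basal fluorescence ratio during 140 s after agonist addition; 0% = ACh EC80 plus DMSO and 100% = DMSO alone without agonist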
* = called active by the depositor.

`CC1CCN(C(=O)CSc2nnc(-c3cc4ccccc4cc3O)n2Cc2ccco2)CC1` gave M5 PAM -0.8, M4 PAM -2.7, CHRM1 PAM -2.0, M4 ag 5.1, M5 ag -2.9, CRFBP-R2 agonist -1.2, M4 antag -7.4, CHRM5 antagonist 9.7 and M1 antag -3.0.
For Cc1ccccc1CS(=O)(=O)c1ccc(C(=O)N2CCOCC2)cc1[N+](=O)[O-] the results were M5 PAM -6.1, M4 PAM 0.1, CHRM1 PAM -8.3, M4 ag 4.8, M5 ag -0.4, CRFBP-R2 agonist -0.5, M4 antag -19.1, CHRM5 antagonist 7.4 and M1 antag 7.0.
For COc1ccc(NC(=S)Nc2cccc3cnccc23)cc1 the results were M5 PAM 2.9, M4 PAM 0.4, CHRM1 PAM 3.8, M4 ag 1.3, M5 ag -2.2, CRFBP-R2 agonist -1.7, M4 antag 5.5, CHRM5 antagonist -4.4 and M1 antag -7.7.
Cc1cccc(C(=O)Nc2cccc(S(=O)(=O)NCc3ccco3)c2)c1 was read as M5 PAM -17.8, M4 PAM -0.5, CHRM1 PAM 3.8, M4 ag 10.7, M5 ag -6.0, CRFBP-R2 agonist -2.3, M4 antag -14.2, CHRM5 antagonist 5.6 and M1 antag -6.4.
CCn1nc(C(=O)OC2CCOC2=O)c2ccccc2c1=O (stereo unspecified) was read as M5 PAM -2.4, M4 PAM 0.5, CHRM1 PAM 3.0, M4 ag -0.1, M5 ag -2.6, CRFBP-R2 agonist 2.2, M4 antag 0.6, CHRM5 antagonist 4.7 and M1 antag -4.3.
`O=C(NCc1ccccn1)c1cccc(S(=O)(=O)N2CCc3ccccc32)c1` gave M5 PAM -11.7, M4 PAM 6.3, CHRM1 PAM 2.2, M4 ag 9.8, M5 ag -6.3, CRFBP-R2 agonist -3.3, M4 antag -8.5, CHRM5 antagonist 1.6 and M1 antag -13.3.
Screening O=S(=O)(Nc1ncccn1)c1ccc(NS(=O)(=O)c2cc(Cl)ccc2Cl)cc1 returned M5 PAM 2.0, M4 PAM -7.8, CHRM1 PAM -5.2, M4 ag 1.9, M5 ag 3.1, CRFBP-R2 agonist 0.7, M4 antag 5.5, CHRM5 antagonist -7.8 and M1 antag 3.8.
CN1CCN(CC#CC2(O)CCCCC2)CC1 was read as M5 PAM -3.6, M4 PAM 6.2, CHRM1 PAM 5.1, M4 ag 1.8, M5 ag -4.2, CRFBP-R2 agonist -0.4, M4 antag 10.3, CHRM5 antagonist 7.0 and M1 antag -5.2.
Screening Cc1cc(C)nc(NC(N)=NCCc2c[nH]c3ccccc23)n1 returned M5 PAM 6.0, M4 PAM 1.1, CHRM1 PAM -3.4, M4 ag 1.6, M5 ag -14.6, CRFBP-R2 agonist -2.0, M4 antag 4.9, CHRM5 antagonist -4.7 and M1 antag 5.8.
Screening CCOC(=O)C(NC(=O)CC)(Nc1sc(C)c(CC)c1C#N)C(F)(F)F (stereo unspecified) returned M5 PAM -2.6, M4 PAM -4.3, CHRM1 PAM 7.2, M4 ag 0.5, M5 ag -2.9, CRFBP-R2 agonist 0.7, M4 antag 7.0, CHRM5 antagonist 6.5 and M1 antag -2.4.

Quoted at random: 3 records from the list
Screening CCOC(=O)C(NC(=O)CC)(Nc1sc(C)c(CC)c1C#N)C(F)(F)F (stereo unspecified) returned M5 PAM -2.6, M4 PAM -4.3, CHRM1 PAM 7.2, M4 ag 0.5, M5 ag -2.9, CRFBP-R2 agonist 0.7, M4 antag 7.0, CHRM5 antagonist 6.5 and M1 antag -2.4.
For Cc1ccccc1CS(=O)(=O)c1ccc(C(=O)N2CCOCC2)cc1[N+](=O)[O-] the results were M5 PAM -6.1, M4 PAM 0.1, CHRM1 PAM -8.3, M4 ag 4.8, M5 ag -0.4, CRFBP-R2 agonist -0.5, M4 antag -19.1, CHRM5 antagonist 7.4 and M1 antag 7.0.
CCn1nc(C(=O)OC2CCOC2=O)c2ccccc2c1=O (stereo unspecified) was read as M5 PAM -2.4, M4 PAM 0.5, CHRM1 PAM 3.0, M4 ag -0.1, M5 ag -2.6, CRFBP-R2 agonist 2.2, M4 antag 0.6, CHRM5 antagonist 4.7 and M1 antag -4.3.

(more compounds)
For COc1ccc(N(C(=O)c2cnccn2)C(C(=O)NC2CCCCC2)c2ccc(Cl)cc2)cc1 (stereo unspecified) the results were M5 PAM -0.4, M4 PAM 3.4, CHRM1 PAM 8.8, M4 ag 0.0, M5 ag 1.2, CRFBP-R2 agonist 2.3, M4 antag -7.0, CHRM5 antagonist -0.7 and M1 antag -21.0.
`CN(Cc1ccc(Cl)cc1Cl)C(=O)c1cc(=O)c2ccccc2o1` gave M5 PAM -8.9, M4 PAM -4.1, CHRM1 PAM -2.0, M4 ag 5.4, M5 ag -1.0, CRFBP-R2 agonist 2.0, M4 antag 4.2, CHRM5 antagonist 5.8 and M1 antag 3.1.
Screening Cc1nc(N)nc(N/N=C/c2ccccc2)n1 returned M5 PAM 5.9, M4 PAM 11.5, CHRM1 PAM 12.0, M4 ag 0.6, M5 ag 0.8, CRFBP-R2 agonist 1.6, M4 antag 1.0, CHRM5 antagonist 4.1 and M1 antag -15.0.
For CC1CCN(Cc2c(C(=O)N/N=C/c3cccc(Cl)c3)nnn2-c2nonc2N)CC1 the results were M5 PAM 5.5, M4 PAM 10.8, CHRM1 PAM 11.1, M4 ag 0.4, M5 ag -3.7, CRFBP-R2 agonist 1.5, M4 antag -3.5, CHRM5 antagonist -6.3 and M1 antag -14.3.
`CCOC(=O)[C@H]1[C@H]2COc3cc(OC)ccc3[C@@H]2N2C(=O)c3ccc(C)cc3NC(=O)[C@@]12C` gave M5 PAM 2.6, M4 PAM 3.1, CHRM1 PAM 8.2, M4 ag 0.8, M5 ag -4.5, CRFBP-R2 agonist 7.5, M4 antag -5.1, CHRM5 antagonist 9.1 and M1 antag -4.6.
For CC1OC(c2ccccc2)OC2COC(c3ccccc3)OC12 (stereo unspecified) the results were M5 PAM -9.0, M4 PAM 3.1, CHRM1 PAM 0.3, M4 ag 0.8, M5 ag -3.4, CRFBP-R2 agonist 4.8, M4 antag -16.8, CHRM5 antagonist 7.1 and M1 antag -7.6.
Screening O=C(NCCN1CCN(c2ccccc2)CC1)Nc1ccccc1Br returned M5 PAM -6.8, M4 PAM -8.3, CHRM1 PAM 2.3, M4 ag 17.4, M5 ag -4.0, CRFBP-R2 agonist -4.5, M4 antag 3.4, CHRM5 antagonist 15.3 and M1 antag -2.7.
`CCc1c(O)nc(SCC(=O)N2CCc3cc(OC)c(OC)cc3[C@@H]2C)[nH]c1=O` gave M5 PAM -0.6, M4 PAM -0.3, CHRM1 PAM 8.9, M4 ag 0.7, M5 ag -0.7, CRFBP-R2 agonist -1.3, M4 antag 3.4, CHRM5 antagonist 2.5 and M1 antag -16.5.
Cc1c(C(=O)O)nn(-c2cccc(C(F)(F)F)c2)c(=O)c1C#N was read as M5 PAM -0.6, M4 PAM -1.5, CHRM1 PAM 8.8, M4 ag -0.6, M5 ag 3.6, CRFBP-R2 agonist -2.5, M4 antag -5.7, CHRM5 antagonist -8.5 and M1 antag -9.2.
Screening C[C@@H]1CN([C@@H](C)CO)C(=O)CCCn2nncc2CO[C@@H]1CN(C)C(=O)Nc1ccc(-c2cccs2)cc1 returned M5 PAM 3.4, M4 PAM -2.0, CHRM1 PAM 2.4, M4 ag 1.3, M5 ag 0.2, CRFBP-R2 agonist 3.4, M4 antag -6.6, CHRM5 antagonist -12.8 and M1 antag -9.5.
`Cc1ncoc1C(=O)NC1CCCc2c1cnn2-c1ccc(C(C)(C)C)cc1` (stereo unspecified) gave M5 PAM -10.6, M4 PAM -1.7, CHRM1 PAM -6.6, M4 ag 9.9, M5 ag 6.3, CRFBP-R2 agonist 3.2, M4 antag 7.2, CHRM5 antagonist 14.0 and M1 antag 26.0.
O=C(CN(C(=O)C1COc2ccccc2O1)c1ccccc1)NCC1CCCO1 (stereo unspecified) was read as M5 PAM 5.0, M4 PAM 7.7, CHRM1 PAM -1.6, M4 ag 2.3, M5 ag 0.6, CRFBP-R2 agonist -0.6, M4 antag 0.3, CHRM5 antagonist -0.8 and M1 antag -9.1.
`COc1ccc(OC)c(NC(=O)CSc2nnc(-c3ccco3)n2-c2ccccc2)c1` gave M5 PAM -5.6, M4 PAM -0.7, CHRM1 PAM -2.7, M4 ag -0.1, M5 ag 3.0, CRFBP-R2 agonist 0.2, M4 antag 8.6, CHRM5 antagonist 1.2 and M1 antag 3.3.
`CCN(c1ccc(NC(=O)CN2C(=O)NC3(CCOc4ccccc43)C2=O)cc1)C(C)C` (stereo unspecified) gave M5 PAM 2.4, M4 PAM 4.9, CHRM1 PAM 0.4, M4 ag 1.1, M5 ag -10.7, CRFBP-R2 agonist -0.7, M4 antag -0.2, CHRM5 antagonist -6.4 and M1 antag -2.6.
Cc1nn(C2CCS(=O)(=O)C2)c(C)c1CN(C)C(=O)c1ccc(S(=O)(=O)N(C)C)cc1 (stereo unspecified) was read as M5 PAM -4.8, M4 PAM 13.8, CHRM1 PAM 5.1, M4 ag 2.1, M5 ag -0.6, CRFBP-R2 agonist -0.2, M4 antag 2.7, CHRM5 antagonist 12.9 and M1 antag -2.6.
For Cc1cccc(CN2CCC(CNC(=O)Cn3ncc4c([nH]c5ccccc54)c3=O)CC2)c1 the results were M5 PAM 3.3, M4 PAM -6.2, CHRM1 PAM -10.9, M4 ag -0.8, M5 ag -5.9, CRFBP-R2 agonist 3.6, M4 antag 21.3, CHRM5 antagonist -19.0 and M1 antag 19.1.
`CCCN(Cc1cc2ccccc2[nH]c1=O)C(=O)c1cccc([N+](=O)[O-])c1` gave M5 PAM 5.5, M4 PAM 2.9, CHRM1 PAM 18.1, M4 ag 0.7, M5 ag 0.7, CRFBP-R2 agonist 0.1, M4 antag 0.6, CHRM5 antagonist -3.4 and M1 antag -22.5.
For COc1ccc(NC(=O)c2ccccc2Oc2ccccc2)cc1 the results were M5 PAM -3.8, M4 PAM -6.9, CHRM1 PAM 8.3, M4 ag -1.2, M5 ag 1.2, CRFBP-R2 agonist -2.0, M4 antag 3.5, CHRM5 antagonist -0.4 and M1 antag -14.7.
Screening Cn1nnc2c(N3CCCCC3)nccc21 returned M5 PAM 4.4, M4 PAM 9.6, CHRM1 PAM 3.4, M4 ag 0.3, M5 ag -0.4, CRFBP-R2 agonist -1.2, M4 antag -4.2, CHRM5 antagonist -8.2 and M1 antag -23.1.
Screening O=C1/C(=C/C=C/c2ccco2)SC(=S)N1c1ccc(O)cc1 returned M5 PAM -1.4, M4 PAM 4.3, CHRM1 PAM 7.4, M4 ag 0.2, M5 ag -0.4, CRFBP-R2 agonist 1.0, M4 antag -1.7, CHRM5 antagonist 10.1 and M1 antag -10.8.

Screening data from PubChem BioAssay.
